GPT2 inhibitor = GPT2 alanine aminotransferase inhibition | Potency, µM (titrated, usually from 57.7 µM), for inactives: at the highest dose activity change, negative = inhibition, most hits filed as inhibitors | Q8TD30 | hit rate 0.25% among 100,000 | Recombinant GPT2, coupled pyruvate oxidase/HRP Amplex Red fluorescence; note: potency is the fitted concentration of half-maximal effect; nearly all actives have a fitted effect of over 60% in size; many of its hits are not listed in these tables
Target sequence (Q8TD30 whole entry, looked up): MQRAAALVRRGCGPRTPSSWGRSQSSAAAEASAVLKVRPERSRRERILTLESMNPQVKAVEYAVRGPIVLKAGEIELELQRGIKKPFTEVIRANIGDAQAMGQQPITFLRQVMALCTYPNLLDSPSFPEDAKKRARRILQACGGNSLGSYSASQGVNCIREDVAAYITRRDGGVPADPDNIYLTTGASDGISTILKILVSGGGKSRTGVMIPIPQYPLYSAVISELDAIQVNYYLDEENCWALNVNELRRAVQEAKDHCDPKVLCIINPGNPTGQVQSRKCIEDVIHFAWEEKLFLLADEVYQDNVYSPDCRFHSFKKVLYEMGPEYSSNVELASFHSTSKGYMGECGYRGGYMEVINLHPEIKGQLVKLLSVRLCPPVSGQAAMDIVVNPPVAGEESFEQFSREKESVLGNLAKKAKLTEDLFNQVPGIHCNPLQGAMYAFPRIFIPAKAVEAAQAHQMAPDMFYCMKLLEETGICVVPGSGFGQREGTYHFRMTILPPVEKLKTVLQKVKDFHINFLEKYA
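GPT2 10ng/uL, a-KG 250uM, L-Ala 2mM, HEPES pH7.5 + 0.0001% Tween; 30 min RT. Then Amplex mix (PO/HRP/ThPP), 30 min RT dark, fluorescence. AOA 50uM used as positive control.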
HEK293 tox = cytotoxic compounds in HEK 293 cells | HEK 293 viability, ATP luminescence (CellTiter-Glo), 48-72 h | Potency, µM (titrated, usually from 115 µM), for the others: at the top dose activity change, negative = cytotoxicity, usual class: inhibitors | hit rate 6.6% among 94,000; note: potency is the fitted concentration of half-maximal effect; nearly all actives have a fitted effect of over 60% in size
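250 HEK 293 cells/well; compound by pintool; incubated 48 or 72 hr at 37 degree Celsius; CellTiter-Glo added, 10 min RT, luminescence imaged.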
IP6K1 inh = blocks human inositol hexakisphosphate kinase 1 | IP6K1 kinase, ADP-Glo luminescence, 2 h; hits give low values | activity change, % (series mostly up to about 58 µM) | hit rate 0.81% among 140,000 | Q92551; in the data active = activity change below about -25%
Target sequence (Q92551 whole entry, looked up): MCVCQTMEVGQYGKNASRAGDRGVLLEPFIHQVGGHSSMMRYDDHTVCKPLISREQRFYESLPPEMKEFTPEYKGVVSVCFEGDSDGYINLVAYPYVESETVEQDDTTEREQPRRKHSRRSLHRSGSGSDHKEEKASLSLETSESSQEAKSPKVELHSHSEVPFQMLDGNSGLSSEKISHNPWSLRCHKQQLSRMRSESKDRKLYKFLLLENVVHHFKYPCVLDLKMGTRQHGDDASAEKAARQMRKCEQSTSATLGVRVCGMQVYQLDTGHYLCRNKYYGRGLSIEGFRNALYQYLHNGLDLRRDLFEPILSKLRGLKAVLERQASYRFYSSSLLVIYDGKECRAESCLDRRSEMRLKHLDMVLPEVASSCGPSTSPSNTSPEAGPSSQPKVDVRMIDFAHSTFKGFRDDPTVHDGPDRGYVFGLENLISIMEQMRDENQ
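ADP-Glo luminescence measures ADP made by human IP6K1 during a 2 h RT reaction with ATP/IP6 (mix at 1.3 mM/130 uM); top library doses 57.5 and 19.1 uM final.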
HEK293 viab = counter-screen for SNCA expression inhibitors: cell viability | HEK-293-SNCA-luc viability, GF-AFC fluorescence, 24 h | Potency, µM (top dose mostly 57.1 µM), without a hit: top-dose activity change, negative = cytotoxicity, most hits filed as cytotoxic | hit rate 0.12% among 150,000 | AID 1671193;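 note: potency is the fitted concentration of half-maximal effect; 0% = DMSO-treated cells and -100% = medium-only wells without cells; nearly all actives have a fitted effect of over 30% in size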
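Cytotoxicity counterscreen: after 24 h compound treatment of genome-edited SNCA-luciferase HEK-293 cells, live-cell protease substrate GF-AFC read by fluorescence after 30 min; activity scaled between DMSO (0%) and medium-only (-100%), curves Hill-fitted.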
NIH3T3 tox = NIH 3T3 cell cytotoxicity; NIH 3T3 viability, CellTiter-Glo ATP luminescence, 48-72 h; Potency, µM (highest dose often 96.7 µM), inactives show at the top dose activity change, negative = cytotoxicity, usual class: inhibitors; hit rate 4.3% among 94,000; note: potency is the fitted concentration of half-maximal effect; nearly all actives have a fitted effect of over 55% in size
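ATP-dependent luminescence (CellTiter-Glo) served as the viability signal for NIH 3T3 cells treated with compound for 48 or 72 hr at 37 °C.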
SNCA expr inhib = SNCA gene expression inhibition; HEK-293 SNCA-luciferase knock-in, luminescence, 24 h; Potency, µM (doses to about 57.2 µM), for the others: top-dose activity change, negative = inhibition, most hits filed as inhibitors; hit rate 0.17% among 140,000; AID 1671194;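 note: potency is the fitted concentration of half-maximal effect; plate controls were DMSO cells for no effect and cell-free wells for full effect; nearly all actives have a fitted effect of over 45% in size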
Luciferase inh = blocks purified firefly luciferase enzyme activity | P08659 | purified P. pyralis luciferase, luminescence, biochemical | Potency, µM (highest dose often 115 µM), without a hit: top-dose activity change, negative = inhibition, usual class: inhibitors | hit rate 2.5% among 76,000 | AID 1347043; note: potency is the fitted concentration of half-maximal effect; nearly all actives have a fitted effect of over 65% in size
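Cell-free enzyme assay, 10nM P. pyralis luciferase, luciferin and ATP each at 10uM. Inhibition profiled over a 6-point titration, read as luminescence.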
* marks the source's active call; other numbers are inactive results; & = joins results of further samples; [ ] = dose if it differs, or a comment. Unless noted, calls come from the whole dose curve; as a rule, active = well fitted curve in the direction sought with a large enough effect; inconclusive = small, poorly fitted or top-dose-only effect, or another doubt; inactive = no such curve, though single readings can be large; an effect the other way counts as inactive or inconclusive. Unless noted, % is set by controls: 0 for no effect and ±100 for the full control effect.

What do the screens show for `CC(=O)N[C@H]1[C@H](O[C@H]2CC[C@@]3(C)C(CC[C@]4(C)C3CC=C3C5CC(C)(C)CC[C@]5(C(=O)O)C(O)C[C@]34C)C2(C)C)O[C@H](CO[C@@H]2O[C@H](C)[C@H](O)[C@H](O)[C@H]2O[C@@H]2OC[C@@H](O)[C@H](O)[C@H]2O)[C@@H](O)[C@@H]1O` (stereo not given in full)?
GPT2 inhibitor: -21%[17.1 µM]; IP6K1 inh: -6; HEK293 viab: -2%[12.5 µM]

How did COc1ccc(-c2cccc(C(=O)N3CCC(NC(=O)c4ccc(F)cc4)CC3)c2)nn1 do in these assays?
HEK293 tox: inconclusive; IP6K1 inh: -2; NIH3T3 tox: inconclusive

How did CCc1cccc(CC)c1NC(=O)CN1C(=O)C(=O)c2ccccc21 do in these assays?
IP6K1 inh: -4; HEK293 viab: 4%; SNCA expr inhib: 2%

What do the screens show for `Cc1cc(OC(C)C(=O)Nc2sc3c(c2C(N)=O)CCCC3)ccc1Cl` (stereo not given)?
IP6K1 inh: -1; HEK293 viab: -1%; SNCA expr inhib: 50%[activator]

Results for CN(C(=O)CCS(=O)(=O)c1cc2c(cc1Cl)NC(=O)CO2)C1CCCCC1 ?
IP6K1 inh: 1; HEK293 viab: -11%; SNCA expr inhib: -26%

What do the screens show for `O=C(NCc1nc(-c2ccccn2)no1)C1COc2ccccc2C1` (stereo not given)?
GPT2 inhibitor: 4%[11.5 µM]; HEK293 tox: -1%; IP6K1 inh: -14; HEK293 viab: 2%; NIH3T3 tox: -24%; SNCA expr inhib: 8%; Luciferase inh: -5%

What do the screens show for `CCOc1ccccc1CNC(=O)C1CCN(S(=O)(=O)c2ccc3c(ccn3C)c2)CC1`?
IP6K1 inh: -9; HEK293 viab: inconclusive; SNCA expr inhib: inconclusive

What do the screens show for `C[C@H](c1ccc(F)cc1CCCC(=O)O)N(c1cc(F)ccc1F)S(=O)(=O)c1ccc(Cl)cc1`?
GPT2 inhibitor: -6%&1%; IP6K1 inh: 12; HEK293 viab: -1%&-7%; SNCA expr inhib: 14%

What do the screens show for `COc1ccc(CCC(=O)N[C@@H]2CN(c3ncccn3)C[C@H]2CO)cc1`?
GPT2 inhibitor: -4%; HEK293 tox: -32%; IP6K1 inh: 13; HEK293 viab: 2%; NIH3T3 tox: -16%; SNCA expr inhib: -6%; Luciferase inh: -4%

How did Cc1cccc(N2CCN(C(=O)CCc3ccnc(N4CCCC4)c3)CC2)c1 do in these assays?
GPT2 inhibitor: inactive; HEK293 tox: inconclusive; IP6K1 inh: -9; HEK293 viab: -26%; NIH3T3 tox: -22%; SNCA expr inhib: 19%; Luciferase inh: 8%

Results for Cc1ccccc1C(=O)NC1CCN(c2ccc3nnc(C)n3n2)C1 (stereo not given) ?
HEK293 tox: -11%[172 µM]; IP6K1 inh: 6; NIH3T3 tox: -21%[138 µM]

How did O=C(c1coc(COc2ccc(F)cc2Cl)n1)N1C[C@H]2CC[C@H]1C2 do in these assays?
GPT2 inhibitor: -27%; HEK293 tox: -21%; IP6K1 inh: -1; HEK293 viab: 3%; NIH3T3 tox: inconclusive; SNCA expr inhib: -6%; Luciferase inh: 0%

Results for COc1ccc(C(=O)N2C[C@@H](Oc3ccccc3)C[C@H]2C(=O)NC2CC2)c(OC)c1 ?
GPT2 inhibitor: inactive; HEK293 tox: inactive; IP6K1 inh: 1; HEK293 viab: -27%; NIH3T3 tox: -9%; SNCA expr inhib: 8%; Luciferase inh: 8%

What do the screens show for `CN1CC(=O)N(C2CCCNC2)Cc2c1ncnc2N1CCN(CC2CCCCC2)CC1` (stereo not given)?
GPT2 inhibitor: 5%; HEK293 tox: -25%; IP6K1 inh: -5; HEK293 viab: -25%; NIH3T3 tox: -17%; SNCA expr inhib: -4%

How did Cc1ccc([S+](=O)([O-])NC2CCCN(Cc3ccc(-c4cncnc4)cc3)C2)cc1 (stereo not given) do in these assays?
GPT2 inhibitor: 1%; HEK293 tox: inconclusive; IP6K1 inh: 14; HEK293 viab: 5%[12.5 µM]; NIH3T3 tox: inconclusive; SNCA expr inhib: -4%

What do the screens show for `O=C(CN1C(=O)NC2(CCCCC2)C1=O)Nc1ccc(F)c(F)c1`?
GPT2 inhibitor: 2%; HEK293 tox: inconclusive; IP6K1 inh: 16; HEK293 viab: 5%; NIH3T3 tox: -21%; SNCA expr inhib: 19%; Luciferase inh: -13%

How did Cc1ccc(NC(=O)Cn2c(=O)n(-c3ccccc3)c(=O)c3c4c(sc32)CCCC4)cc1 do in these assays?
IP6K1 inh: -1; HEK293 viab: 17%; SNCA expr inhib: 7%

What do the screens show for `COc1cccc(CN2Cc3nc(-c4cn[nH]c4)ccc3OCC2=O)c1`?
GPT2 inhibitor: inactive; HEK293 tox: inconclusive; IP6K1 inh: -7; HEK293 viab: -15%[87.6 µM]; NIH3T3 tox: 35µM*; SNCA expr inhib: 2%[87.6 µM]; Luciferase inh: 0%[172 µM]

Results for CCc1nccn1CCC(=O)N[C@@H]1COCC[C@@H]1Oc1ccc(F)cc1 ?
GPT2 inhibitor: inactive; HEK293 tox: inactive; IP6K1 inh: 6; HEK293 viab: 8%; NIH3T3 tox: inactive; SNCA expr inhib: -16%; Luciferase inh: -7%

How did COC(=O)c1c(-c2cccs2)csc1NC(=O)c1ccc(Cl)cc1 do in these assays?
IP6K1 inh: -5; HEK293 viab: 20%; SNCA expr inhib: 116%[activator]

What do the screens show for `CCOC(=O)C1=C(C)N=C2SC=C(CC(=O)N3CCCC3)N2C1c1cccc(Cl)c1` (stereo not given)?
GPT2 inhibitor: -3%; HEK293 tox: inconclusive; IP6K1 inh: -10; HEK293 viab: 4%; NIH3T3 tox: -12%; SNCA expr inhib: 7%; Luciferase inh: 5%

How did C1CCC(CN2CCCC(c3nc(CCOCC4CCOCC4)no3)C2)CC1 (stereo not given) do in these assays?
GPT2 inhibitor: -3%; HEK293 tox: inconclusive; IP6K1 inh: 4; HEK293 viab: 1%; NIH3T3 tox: -25%; SNCA expr inhib: 9%; Luciferase inh: -10%

Results for CN(C)[C@@H]1CN(C(=O)c2nccn2C)CC[C@@H]1CO ?
GPT2 inhibitor: -1%; HEK293 tox: -28%; IP6K1 inh: 20; HEK293 viab: 8%[12.5 µM]; NIH3T3 tox: -3%; SNCA expr inhib: 70%[activator]; Luciferase inh: inconclusive

What do the screens show for `O=[N+]([O-])c1nccn1CO[C@@H](CO)[C@H](O)CO`?
GPT2 inhibitor: 4%; IP6K1 inh: -3; HEK293 viab: -5%; SNCA expr inhib: 9%[25.6 µM]

Results for O=C(c1cnn(-c2ccccc2)c1)N1CC[C@H](N2CCOCC2)[C@H](CCCO)C1 ?
GPT2 inhibitor: -2%[11.5 µM]; HEK293 tox: 4%; IP6K1 inh: -13; HEK293 viab: -5%; NIH3T3 tox: -5%; SNCA expr inhib: 8%; Luciferase inh: 7%

What do the screens show for `Cc1cccc(OCCSc2nc3ccccc3n2CC(=O)N2CCCCC2)c1C`?
IP6K1 inh: 23; HEK293 viab: inconclusive; SNCA expr inhib: 2%

What do the screens show for `Cc1cc(F)ccc1OC1CN(C(=O)c2ccc3c(c2)OCO3)C1`?
GPT2 inhibitor: -1%[88.5 µM]; HEK293 tox: inconclusive; IP6K1 inh: 0; HEK293 viab: -10%[87.6 µM]; NIH3T3 tox: inconclusive; SNCA expr inhib: 16%[87.6 µM]; Luciferase inh: -23%[172 µM]

What do the screens show for `NC(=O)C1CCN([C@H]2[C@@H]3OC[C@@H](O3)[C@@H](NCc3cnc4ccccc4c3)[C@@H]2O)CC1`?
GPT2 inhibitor: -15%[88.5 µM]; HEK293 tox: 4%[172 µM]; IP6K1 inh: 1; HEK293 viab: 1%[87.6 µM]; NIH3T3 tox: inactive; SNCA expr inhib: -14%[87.6 µM]; Luciferase inh: 0%[172 µM]

What do the screens show for `C/C=C/C=C/C(O)=C1/C(=O)[C@]2(C)C(=O)[C@@](C)(O)[C@H]1[C@H]([C@@]1(C)OC(=O)C(C)=C1O)[C@H]2C(=O)CC/C=C/C`?
GPT2 inhibitor: inactive; IP6K1 inh: -3; HEK293 viab: -12%[23.9 µM]

How did COc1ccc(CNS(=O)(=O)c2ccc(-c3cc(C(F)(F)F)on3)s2)cc1OC do in these assays?
IP6K1 inh: 9; HEK293 viab: 3%; SNCA expr inhib: -22%

Results for COc1ccccc1-n1c(=O)c(C(=O)N2CCN(Cc3ccccc3)CC2)nc2cccnc21 ?
GPT2 inhibitor: inactive; HEK293 tox: inactive; IP6K1 inh: -5; HEK293 viab: 8%; NIH3T3 tox: inactive; SNCA expr inhib: 0%

What do the screens show for `COc1ccc(-c2nnc(SCC(=O)Nc3ccccc3C)o2)cc1OC`?
IP6K1 inh: -7; HEK293 viab: -11%; SNCA expr inhib: 37%[activator]

Results for Cn1c(=O)c2c(-c3ccccc3Cl)n(-c3cc(Cl)ccc3O)cc2n(C)c1=O ?
IP6K1 inh: 3; HEK293 viab: inconclusive; SNCA expr inhib: inconclusive

Results for COc1ccc(CNCc2ccc(C(=O)O)s2)cc1 ?
IP6K1 inh: -9; HEK293 viab: 1%; SNCA expr inhib: -24%

How did O=C(NC1CCCCC1)c1ccc2oc(-c3cccnc3Cl)nc2c1 do in these assays?
GPT2 inhibitor: inactive; HEK293 tox: -36%; IP6K1 inh: 19; HEK293 viab: 1%[12.5 µM]; NIH3T3 tox: -28%; SNCA expr inhib: 129%[activator]

What do the screens show for `Cc1ccc(C2Cn3nnc(C(=O)N4CCN(C(=O)c5ccc(Cl)cc5)CC4)c3CO2)cc1` (stereo not given)?
GPT2 inhibitor: 3%; HEK293 tox: -6%; IP6K1 inh: 7; HEK293 viab: -5%; NIH3T3 tox: -7%; SNCA expr inhib: inconclusive; Luciferase inh: 9%

What do the screens show for `COc1cccc(-n2c(=O)c3c4c(sc3n(Cc3ccc(F)cc3Cl)c2=O)CCCC4)c1`?
IP6K1 inh: 26; HEK293 viab: 11%; SNCA expr inhib: 72%[activator]

What do the screens show for `COCCNC(=O)C[C@@H]1C[C@H]2O[C@H](CNCc3ccccc3C(F)(F)F)[C@@H](O)[C@H]2O1`?
GPT2 inhibitor: 5%[88.5 µM]; HEK293 tox: -2%[172 µM]; IP6K1 inh: 10; HEK293 viab: 0%[87.6 µM]; NIH3T3 tox: -10%[174 µM]; SNCA expr inhib: -20%[87.6 µM]; Luciferase inh: -14%[172 µM]

This is a subset; count on the stated rates, not on these rows.
